# Pemphigus Ab inh: human desmoglein-3 autoantibody binding inhibition. P32926. DSG3-coupled beads, scFv-anti-DSG3-GFP binding, flow cytometry; hits give low values. binding (percent of control), % at 10 µM. actives 0.48% (n = 310,000). AID 588358;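 active means binding more than 3 SD below its plate's average and above zero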;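 further: hits lower antibody fragment binding to DSG3; some compounds called inactive have numbers as strong as hits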
# Target sequence (P32926 whole entry, looked up, the tested form may be a part): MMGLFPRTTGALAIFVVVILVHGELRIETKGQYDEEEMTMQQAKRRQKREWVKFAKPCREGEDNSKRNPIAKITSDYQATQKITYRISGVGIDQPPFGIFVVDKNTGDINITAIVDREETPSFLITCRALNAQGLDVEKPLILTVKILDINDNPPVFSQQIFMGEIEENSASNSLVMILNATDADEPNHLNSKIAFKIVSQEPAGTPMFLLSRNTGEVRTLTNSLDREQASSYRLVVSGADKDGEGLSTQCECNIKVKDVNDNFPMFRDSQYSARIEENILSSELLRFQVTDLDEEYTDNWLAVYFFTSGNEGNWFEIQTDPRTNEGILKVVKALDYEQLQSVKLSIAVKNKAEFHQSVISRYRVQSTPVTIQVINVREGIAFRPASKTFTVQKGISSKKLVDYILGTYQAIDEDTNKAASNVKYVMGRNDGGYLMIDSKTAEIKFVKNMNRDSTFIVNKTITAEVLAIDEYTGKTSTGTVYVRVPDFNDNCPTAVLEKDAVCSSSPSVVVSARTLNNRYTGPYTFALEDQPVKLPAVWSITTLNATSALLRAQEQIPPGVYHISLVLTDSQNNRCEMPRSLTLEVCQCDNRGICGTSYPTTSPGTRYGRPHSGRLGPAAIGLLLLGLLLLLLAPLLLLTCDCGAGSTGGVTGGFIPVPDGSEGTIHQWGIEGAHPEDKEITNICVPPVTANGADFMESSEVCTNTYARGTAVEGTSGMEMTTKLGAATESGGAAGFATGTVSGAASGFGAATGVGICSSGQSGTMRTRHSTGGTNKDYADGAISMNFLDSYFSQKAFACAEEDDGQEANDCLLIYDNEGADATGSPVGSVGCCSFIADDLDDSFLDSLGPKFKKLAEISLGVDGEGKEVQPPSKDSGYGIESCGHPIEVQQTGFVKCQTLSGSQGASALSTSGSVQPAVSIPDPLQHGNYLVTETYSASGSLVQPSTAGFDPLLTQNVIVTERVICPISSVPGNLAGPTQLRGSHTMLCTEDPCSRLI
# C-LANA FP: inhibitors of KSHV LANA C-terminal domain DNA binding; actives 0.078% (n = 340,000); inhibition, % at 9 µM; MBP-C-LANA/FAM-LBS DNA binding, fluorescence polarization;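 active means highest replicate inhibition at or above 60% at 9 µM, even if other replicates fall short; inactive means all replicates below 60% inhibition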;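 further: 0% = neutral control wells and 100% = 4 µM acridine orange control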
# Keap1-Nrf2 PPI: Keap1-Nrf2 (human) interaction inhibition; inhibition, % at 9.4 µM; AID 504523; actives 0.15% (n = 340,000); Q14145; Keap1 Kelch-Nrf2 peptide fluorescence polarization, 1536-well; in the data active means inhibition above about 12%;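 further: human Keap1 Kelch domain with fluorescein labeled Nrf2 9mer peptide probe; 0% = neutral control wells and 100% = peptide positive control; higher means more block of Keap1 binding to Nrf2 peptide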
# V-ATPase pHluor: alters yeast V-ATPase proton transport | actives 0.37% (n = 350,000) | AID 504577 | S. cerevisiae, pHLuorin cytosolic pH fluorescence | response, % at 10 µM; in the data active means response mostly above about 7.3%, no sharp cut-off; inactive means mostly below about 5.4%; further: actives read high; inactives centre near 0; some compounds called inactive have numbers as strong as hits; reference of the scale not given here
# RTF Ca sens act: cardiac RTF calcium sensitization; P19429+P45379; IANBD-labeled TnC RTF fluorescence at EC20 calcium; 0% EC20 calcium, 100% full calcium; activation, % at 7.2 µM; actives 0.24% (n = 340,000);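 active means activation above the mean over all tested compounds plus 3 SD, cut at about 30% in these data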;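 further: rise in fluorescence read as greater calcium sensitivity of cardiac thin filaments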
# Cardiac RTF inh: cardiac RTF calcium desensitization; P19429+P45379; IANBD-labeled cardiac RTF, Ca2+ fluorescence; inhibition, % at 7.15 µM; actives 0.12% (n = 340,000); AID 493244;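 active means inhibition above the mean inhibition of all tested compounds plus 3 SD, cut at about 17% in these data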;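 further: assay run at fixed EC70 calcium of 1.6 mM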
# Arr AP2 block: human beta-arrestin and AP2 interaction inhibition; AID 504490; inhibition, % at 10 µM; FITC-arrestin peptide / GST-AP2 beads, flow cytometry; AP2 beta2 appendage carries R879A mutation; actives 0.31% (n = 340,000);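 active means inhibition above a set limit, near 3 SD of compounds lacking own fluorescence, cut at about 54% in these data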;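 further: plate controls were DMSO wells for no effect and 5 µM unlabelled arrestin peptide for full effect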
#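 System: GST-AP2 R879A glutathione beads. Medium: PBS with 0.05% Tween 20 and 0.1% BSA. Also added: FITC-arrestin peptide, 50 nM. Incubation: 12 min plus 1 h, RT. Measured by: high-throughput flow cytometry of beads, ex 488, em 535 nm. Evaluation: percent drop in bead-associated FITC signal.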
# Wnt act: Wnt/beta-catenin pathway activation | Wnt/beta-catenin reporter cell assay, activator, plate reader | activation, % at 9.35 µM | actives 1.2% (n = 300,000) | AID 743398; in the data active means activation above about 30%, passing the limit was not always enough;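 further: 0% = neutral control wells and 100% = positive control wells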
# MOR-DOR inv ag: inverse agonists of human mu-delta opioid receptor heterodimerization; P35372+P41143; cell-based MOR-DOR heterodimer luminescence, inverse agonism; inhibition, % at 9.3 µM; actives 0.21% (n = 340,000); AID 504357; in the data active means inhibition above about 22%, passing the limit was not always enough;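 further: 0% = cells with DMSO and 100% = wells without cells with DMSO; values of inactives mirror those of a sister screen read the other way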
# OPRM1-OPRD1 ag: agonists of human mu-delta opioid receptor heterodimerization; P35372+P41143; cells, OPRM1-OPRD1 heterodimerization, luminescence; activation, % at 9.3 µM; actives 0.3% (n = 340,000); in the data active means activation above about 18%;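 further: 0% = vehicle-treated cells and 100% = reference agonist; values of inactives mirror those of a sister screen read the other way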
# The depositor's hits bear a star; . = no result given.
smiles,Pemphigus Ab inh,C-LANA FP,Keap1-Nrf2 PPI,V-ATPase pHluor,RTF Ca sens act,Cardiac RTF inh,Arr AP2 block,Wnt act,MOR-DOR inv ag,OPRM1-OPRD1 ag
CN(CC(=O)Nc1ccccc1Cl)C(=O)c1ccc(N2CCCCCC2)c([N+](=O)[O-])c1,.,0.0,-9.4,-1.4,-3.8,4.0,-13.7,-4.4,-4.3,1.1
C[C@]12C(=O)N(c3ccccc3)C(=O)N1[C@@H]1c3ccccc3OC[C@@H]1[C@H]2c1ccccc1,99.8,-1.2,1.2,-1.7,-4.5,-3.8,8.3,-4.2,7.4,-1.3
COc1cc(C2C(C(=O)c3ccc(C)o3)=C(O)C(=O)N2c2cc(C)on2)cc(Br)c1O (stereo not drawn),97.7,0.5,1.6,-0.6,1.4,-18.2,0.3,.,10.7,-1.9
CCN1C(=O)[C@@H]2[C@@H](c3ccc(-c4ccc5c(c4)OCO5)c(OC)c3)N3CCCC[C@@]3(C(=O)OC)[C@@H]2C1=O,104.9,-1.2,1.0,2.3,1.4,2.1,7.4,1.5,7.8,-1.7
N#Cc1c(N)n[nH]c1-c1cc2c([nH]1)CCCC2,95.2,-0.5,0.0,1.5,-3.9,7.4,15.5,-5.2,13.7,-2.6
Cc1cc(C(=O)COC(=O)C2=NN(c3ccccc3)C(=O)CC2)c(C)n1CC(F)(F)F,98.2,-1.7,0.7,6.5,10.8,-10.0,3.0,-1.5,-8.4,1.6
OC(COc1ccc2cc(Br)ccc2c1)CN1CCOCC1 (stereo not drawn),79.9,-2.8,-4.8,2.6,-1.5,-3.4,9.6,1.7,6.0,-1.1
COc1cc(NC(=O)Cc2c(C(=O)O)[nH]c3ccccc23)cc(OC)c1OC,104.5,1.9,-3.5,-1.4,1.4,-10.5,9.9,.,8.8,-1.5
CC(C)CN(C(=O)CN1CCN(c2ccc([N+](=O)[O-])cc2)CC1)c1c(N)n(CC(C)C)c(=O)[nH]c1=O,118.7,0.8,0.2,1.4,-4.6,-3.0,10.8,-0.5,10.2,-2.1
O=C(N/N=C/c1ccccc1OCC(=O)N1CCCC1)C(=O)Nc1ccccc1F,94.0,-1.5,0.4,-1.9,-3.1,-8.3,0.6,.,4.2,-0.8
Cc1noc(C)c1CSCC(=O)OCc1nnc(-c2ccc([N+](=O)[O-])cc2)o1,102.9,2.1,-1.7,-1.1,-1.4,-4.4,14.7,-1.5,-1.5,0.4
CC(C)=C(NC(=O)c1ccccc1)C(=O)N/N=C(\C)c1ccccc1O,102.2,2.4,3.3,-0.3,6.3,1.7,4.2,.,12.2,-2.3
O=C(OCC(=O)c1ccc(Cl)cc1Cl)c1ccc2c(c1)C(=O)N(c1cccc3ncccc13)C2=O,.,0.1,2.7,-1.5,-6.1,-1.9,1.4,3.9,43.1*,-8.3
O=C(Cn1nnc(-c2ccccc2)n1)N/N=C/c1cccc([N+](=O)[O-])c1O,.,0.2,-6.2,0.4,.,.,2.1,-2.7,.,.
Cc1ccc(C2C(C(=O)O)c3ccccc3C(=O)N2C)c(C)c1 (stereo not drawn),127.6,-3.0,-1.8,0.7,6.3,-17.5,2.7,-2.5,11.1,-2.1
CCCc1cc(=O)[nH]c(SCC(=O)Nc2ccc(C)c(S(=O)(=O)N3CCCCC3)c2)n1,97.2,-3.3,-1.7,0.5,-3.2,4.5,-17.5,-2.1,2.1,-0.5
CC1=C/C(=C\C=C(C#N)C#N)N(C)c2ccccc21,99.7,-3.2,-1.3,1.0,17.1,-23.2,2.8,0.6,17.7,-3.5
COc1cc(CC(=O)N2CCN(S(=O)(=O)c3ccc(C)cc3)CC2)cc(OC)c1OC,102.1,0.5,-4.0,4.2,2.0,-11.6,8.0,-3.2,4.1,-1.0
Cc1cc2nc(C3CCN(Cc4nnnn4Cc4ccccc4)CC3)[nH]c2cc1C,102.1,1.5,-3.1,1.3,5.7,-5.0,-41.2,-5.3,8.4,-1.5
O=C(Nc1nnc(C2=COCCO2)o1)c1ccc(Br)cc1,.,0.2,-1.9,-0.2,5.0,-9.9,-3.8,0.2,1.2,-0.2
CN(Cc1ccccc1)C(=O)c1cccc(C(=O)N(C)Cc2ccccc2)c1,91.2,2.0,0.9,8.9,0.0,-10.9,-0.5,1.7,13.0,-2.5
CCO[C@@H]1OC(C(=O)NC2CC2)=C[C@H](c2ccc3c(c2)OCO3)[C@H]1CCCO,97.4,1.6,3.6,4.6,3.2,-25.3,0.4,-22.2,-0.2,0.0
Cc1ccc(SCC(=O)NC2CCS(=O)(=O)C2)cc1C (stereo not drawn),100.4,-0.5,-1.6,-1.1,1.5,2.6,-6.7,22.1,18.0,-4.4
COc1ccc(NC(=S)NCCCN2CCCC2)cc1,105.5,-0.5,-6.3,-2.4,9.0,-14.5,-4.7,-0.4,-9.7,1.9
Cc1cc(C)c2c(c1)/C(=C/C(=O)c1ccc(Br)s1)C(=O)N2,98.2,-0.8,0.6,2.4,-0.6,-8.2,5.9,.,-14.4,3.0
COc1ccc(/C=C2/C(=O)N(c3ccccc3)N=C2C)c(OC)c1,114.9,-1.1,3.7,-0.1,1.8,-8.2,28.5,9.1,3.2,-0.6
CCOc1ccc(C2C(C#N)=C(N)SC(N)=C2C#N)cc1OCC,112.7,-4.8,-62.2,5.0,41.7*,-49.8,-5.0,.,15.4,-2.6
CCCNC(=O)c1ccc2c(=O)c(O)c(-c3ccc(OC)cc3)[nH]c2c1,96.1,2.6,-0.8,-4.2,0.4,-0.7,-2.5,.,5.0,-0.9
COc1cccc(NC(=S)NNC(=O)Cn2nc(C(F)F)cc2C(F)F)c1,103.6,1.1,-3.4,-1.1,6.3,3.4,14.5,-0.2,12.7,-2.3
c1ccc(-c2cn(C[C@H]3CC[C@@H]([C@@H]4CC[C@H](Cn5cc(-c6ccccn6)nn5)O4)O3)nn2)nc1,101.7,2.4,-2.9,-1.4,3.6,-6.0,-21.4,3.1,4.1,-0.7
O=C(NCCc1ccccc1)c1ccc(CS(=O)(=O)Cc2ccccc2F)o1,107.6,-0.5,-2.2,4.8,2.6,-9.2,-8.1,.,7.9,-1.5
COc1cc(CN2C(=O)C(NC(=O)c3ccco3)(C(F)(F)F)C3=C2CC(C)(C)CC3=O)cc(OC)c1 (stereo not drawn),100.1,0.3,-2.0,1.8,5.1,-7.1,0.5,7.3,-0.8,0.2
COc1ccc(CN2CCN(C(=O)c3ccco3)CC2)c(OC)c1OC,93.9,.,.,1.9,.,.,9.8,-2.2,.,.
C[C@H](NC(=O)c1ccccc1)C(=O)OCC(=O)Nc1ccc2c(c1)OCO2,99.9,0.1,-1.7,-3.9,-7.4,0.6,12.1,1.0,0.2,0.0
Cc1nc(SCc2nc3ccc(F)cc3[nH]2)c2oc3ccccc3c2n1,100.9,10.7,9.4,1.7,7.4,6.9,-6.2,1.8,6.1,-1.1
COc1cccc(CN(Cc2ccccc2F)S(=O)(=O)c2ccc(S(=O)(=O)NCc3ccccc3)cc2)c1,100.8,0.2,-8.1,-1.0,9.8,-28.4,.,.,-32.9,6.3
NS(=O)(=O)c1ccc(CCNC(=O)C2CCN(S(=O)(=O)c3cccc4cccnc34)CC2)cc1,92.9,-1.2,-0.3,-1.3,-3.0,-2.1,30.6,.,5.6,-1.0
O=C(CSc1ncccn1)NCCC1=CCCCC1,101.8,2.9,1.8,2.9,-1.6,-11.6,-5.7,5.0,22.0,-4.2
COc1ccc(-c2sc3ccccc3c2C#CC2(O)CCCCC2)cc1,108.3,1.0,-0.1,2.4,3.0,-11.4,-11.2,-3.9,-1.8,0.3
COC(=O)C(NC(C)=O)(Nc1nc2c(s1)CCCC2)C(F)(F)F (stereo not drawn),107.5,1.4,3.7,0.2,-3.7,-5.1,16.1,.,2.3,-0.4

# Single records, from the list above:
# Shown for NS(=O)(=O)c1ccc(CCNC(=O)C2CCN(S(=O)(=O)c3cccc4cccnc34)CC2)cc1 = Pemphigus Ab inh = 92.9; C-LANA FP = -1.2; Keap1-Nrf2 PPI = -0.3; V-ATPase pHluor = -1.3; RTF Ca sens act = -3.0; Cardiac RTF inh = -2.1; Arr AP2 block = 30.6; Wnt act = .; MOR-DOR inv ag = 5.6; OPRM1-OPRD1 ag = -1.0
# Shown for Cc1nc(SCc2nc3ccc(F)cc3[nH]2)c2oc3ccccc3c2n1 = Pemphigus Ab inh = 100.9; C-LANA FP = 10.7; Keap1-Nrf2 PPI = 9.4; V-ATPase pHluor = 1.7; RTF Ca sens act = 7.4; Cardiac RTF inh = 6.9; Arr AP2 block = -6.2; Wnt act = 1.8; MOR-DOR inv ag = 6.1; OPRM1-OPRD1 ag = -1.1

# Other records:
smiles,Pemphigus Ab inh,C-LANA FP,Keap1-Nrf2 PPI,V-ATPase pHluor,RTF Ca sens act,Cardiac RTF inh,Arr AP2 block,Wnt act,MOR-DOR inv ag,OPRM1-OPRD1 ag
CC(=O)N1/C(=C/c2ccc(N(C)C)cc2)C(=O)c2ccccc21,105.0,0.2,-11.0,-1.2,4.2,-10.7,7.3,1.6,15.6,-3.0
O=C(COC(=O)c1cccc(Cl)c1)Nc1cc(S(=O)(=O)N2CCOCC2)ccc1N1CCOCC1,116.0,2.8,-3.6,-0.2,-4.0,-2.7,-3.1,-2.7,20.2,-4.9
CCN(Cc1cnn(C)c1)Cc1nc(C2(c3ccc(C)cc3)CCCC2)no1,109.0,2.1,3.7,0.8,-2.7,10.9,-6.8,-1.3,-1.9,0.4
CCc1ccc(CNc2ccc3c(c2)ncn3C(C)(C)C)cc1,96.2,-1.1,-6.7,-1.1,-8.4,2.2,19.4,28.8,1.4,-0.3
Cc1ccc(C)c(C(=O)COC(=O)c2nn(C)c(=O)c3ccccc23)c1,.,-1.8,1.7,-0.4,0.1,1.6,1.5,-0.4,10.1,-2.6
O=[N+]([O-])c1cccc(-c2cn(-c3ccccc3)c(=S)[nH]2)c1,81.6,3.4,3.3,0.1,-3.7,-3.3,1.5,13.2,-29.3,4.1
COC(=O)c1ccc(/C=N/N2CCN(Cc3ccccc3Cl)CC2)cc1,121.0,0.5,-1.3,2.3,1.3,-8.5,1.3,-1.8,4.9,-0.9
CC(C)COP(=O)(c1ccc(N(C)C)cc1)C(Nc1ccccc1)c1cccnc1 (stereo not drawn),106.8,-0.8,2.7,0.2,10.8,-18.1,16.5,-2.0,5.0,-0.9
CC(c1ccco1)N(C(=O)c1ccc(C#N)cc1)c1ccccn1 (stereo not drawn),.,-1.0,-4.9,1.5,-0.3,-5.8,-8.6,.,-2.2,0.5
O=C1OCCC1Sc1nnc(-c2cccc(Br)c2)o1 (stereo not drawn),104.2,0.3,-8.8,-1.9,-6.0,-0.7,-2.8,-5.7,14.9,-2.7
Cc1ccc(C(=O)/C=C/c2c(C)nn(-c3ccccc3)c2Cl)cc1,.,0.4,-4.6,1.1,-4.3,-0.5,1.9,.,-7.1,1.4
COCc1cc(=O)n2[nH]cc(-c3ccsc3)c2n1,97.3,-2.6,-1.5,-1.9,-3.4,-2.4,-6.8,4.2,10.6,-2.2
CCCCOC(=O)Nc1nnc(-c2ccccc2OC)s1,101.4,0.8,-2.1,-1.6,-0.1,-12.7,2.5,-1.7,1.1,-0.2

# High-throughput results deposited in PubChem BioAssay by several laboratories.
